MC4R barr agon: activates human MC4R beta-arrestin recruitment; U2OS MC4R beta-arrestin complementation, luminescence; percent of melanotan II response, DMSO zero; actives 0.98% (n = 360,000); activation, % at 8.9 µM; AID 540308; P32245;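 active = activation above a per-plate cutoff, the mean activation of sample wells on that plate plus 3 SD, cut at about 8% in these data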
Target sequence (P32245 whole entry, looked up): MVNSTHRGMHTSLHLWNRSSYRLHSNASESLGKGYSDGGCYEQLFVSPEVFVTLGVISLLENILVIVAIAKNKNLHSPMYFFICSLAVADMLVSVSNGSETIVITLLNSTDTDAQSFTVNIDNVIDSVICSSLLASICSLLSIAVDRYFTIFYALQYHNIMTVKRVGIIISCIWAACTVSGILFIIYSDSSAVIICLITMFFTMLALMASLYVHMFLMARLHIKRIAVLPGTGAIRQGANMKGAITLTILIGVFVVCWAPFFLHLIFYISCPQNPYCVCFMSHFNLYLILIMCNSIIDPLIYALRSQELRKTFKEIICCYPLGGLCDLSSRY
Exocytosis inh: blocks lytic granule exocytosis; TALL-104 LAMP-1 surface exposure, flow cytometry; cells stimulated with thapsigargin and PMA; inhibition, % at 10 µM; actives 0.66% (n = 360,000); AID 651702;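 active = inhibition above about 55%, limit read from the data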
ABCB6 inh MLPCN: inhibitors of human ABC transporter ABCB6; K562-ABCB6 porphyrin accumulation, flow cytometry, 1 h; stronger effect = lower value; fluorescence ratio to DMSO, % at 10 µM; actives 0.19% (n = 360,000); AID 602162;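 active = fluorescence ratio to DMSO below 75%, the collection mean minus 3 SD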;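 note: signal is porphyrin accumulated inside mitochondria; 100% equals median channel fluorescence of DMSO control wells; lower ratio means ABCB6 inhibition with less porphyrin fluorescence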
CaV13 FRET inh: Primary screen for inhibitors of IQ motif and Ca2+-dependent inactivation inhibitor domain binding in CACNA1D, Förster resonance energy transfer in living cells, … | HEK cells, CFP/YFP FRET ICDI-IQ, plate reader, 10 min; percent FRET-ratio fall versus neutral wells | inhibition, % at 12.3 µM | AID 743397 | actives 0.098% (n = 340,000);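 active = mean replicate inhibition of at least 30% and at least 1% of replicates passing that level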;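 note: 0% = median of the neutral control wells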
PDI inh: PDI (human) enzyme inhibition; PDI insulin aggregation turbidity, A650, 90 min; inhibition, % at 10 µM; actives 0.052% (n = 350,000);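 active = mean inhibition across replicates of 30% or more, whatever share of single replicates reach that level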;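 note: absorbance from insulin aggregation driven by PDI reduction with DTT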
m5-HT2A agonist: mouse HTR2A agonism via beta-arrestin recruitment | actives 0.66% (n = 360,000) | activation, % at 7.6 µM | P35363 | CHO-K1 mHTR2A beta-arrestin complementation, luminescence; percent of 30 µM serotonin response;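 active = activation above a run cutoff, the mean activation of all tested compounds plus 3 SD, cut at about 14% in these data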;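 note: 0% = plate median of compound wells and 100% = 30 µM serotonin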
Target sequence (P35363 whole entry, looked up): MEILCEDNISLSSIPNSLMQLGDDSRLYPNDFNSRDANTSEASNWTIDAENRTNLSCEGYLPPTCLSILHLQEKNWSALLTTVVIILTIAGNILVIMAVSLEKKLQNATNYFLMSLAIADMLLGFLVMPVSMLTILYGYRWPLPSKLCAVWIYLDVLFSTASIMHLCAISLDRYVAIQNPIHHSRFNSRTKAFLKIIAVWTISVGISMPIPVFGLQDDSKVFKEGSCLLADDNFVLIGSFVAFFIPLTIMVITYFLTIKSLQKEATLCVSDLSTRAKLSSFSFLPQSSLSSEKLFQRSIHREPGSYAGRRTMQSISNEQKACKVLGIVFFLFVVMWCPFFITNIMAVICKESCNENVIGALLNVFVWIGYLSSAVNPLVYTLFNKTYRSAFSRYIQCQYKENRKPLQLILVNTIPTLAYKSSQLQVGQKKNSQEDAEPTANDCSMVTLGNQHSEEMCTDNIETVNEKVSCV
Cardio protect: protects H9c2 cardiomyocytes from peroxide injury | H2O2 injury protection, ATPLite, 2 h | protection from H2O2 cell death, % at 20 µM | actives 0.63% (n = 360,000) | AID 588492;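 active = compounds giving at least 50% protection of heart cells from peroxide-induced death in the single-dose screen, raw or plate-pattern-corrected value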;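 note: 0% = DMSO wells with peroxide and 100% = DMSO wells without peroxide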
Glyco luc inh: N-linked glycosylation inhibition; D54 ERlucT glycosylation luciferase reporter, 24 h; percent of 100 nM tunicamycin response; actives 0.23% (n = 360,000); AID 588692; reporter increase, % at 12.5 µM;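 active = mean luciferase reporter signal, scaled so untreated is 0 and the glycosylation-blocking control 100, at or above a set limit in every replicate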;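 note: luciferase carries N-glycosylation sites so blocking glycosylation raises the light; 0% = median of neutral control wells and 100% = median of 100 nM tunicamycin wells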
MC4R antagonist: human MC4R antagonism in cAMP assay | P32245 | MC4R-expressing cells, MTII-stimulated cAMP, LANCE TR-FRET | inhibition, % at 6.5 µM | actives 0.48% (n = 360,000);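 active = inhibition above its plate's cutoff, the mean of tested wells on that plate plus 3 SD, cut at about 29% in these data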;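 note: 0% = Melanotan II alone and 100% = Melanotan II plus saturating MCL0020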
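Assay system: U2OS cells stably expressing human melanocortin 4 receptor (MC4R) / Dosing: 6.5 µM / Timing: compound 30 min, challenge 1 h, detection 1 h / Measured by: Eu-cAMP/anti-cAMP TR-FRET, emission 671 nm / Replicates: singlicate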
ABHD5 PLIN5 PPI: ABHD5-PLIN5 protein interaction inhibition. Q00G26+Q8WTS1. Split G. princeps luciferase complementation, luminescence, 4 h. inhibition, % at 4 µM. actives 0.78% (n = 360,000);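 active = inhibition above the mean inhibition across every tested compound plus 3 SD, cut at about 22% in these data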;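 note: 0% = DMSO only wells and the 100% control is not disclosed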
* hit, by the source's call; · = not tested or not shown.

Results follow in this order: MC4R barr agon	Exocytosis inh	ABCB6 inh MLPCN	CaV13 FRET inh	PDI inh	m5-HT2A agonist	Cardio protect	Glyco luc inh	MC4R antagonist	ABHD5 PLIN5 PPI
- Cc1cccc(C)c1N(CC(=O)NCc1ccco1)C(=O)CNS(=O)(=O)c1ccc(F)cc1
 : 0.0	16	99	-2	-3	8	-5	-2	14	-5
- O=C(COc1ccccc1-c1ccccc1)N/N=C/c1ccccn1
 : -0.3	-7	100	-1	-5	2	34	1	-3	-4
- O=S(=O)(NCc1ccccc1)c1ccc(F)cc1Br
 : -0.7	3	101	-11	9	1	-1	0	0	2
- COCCNC(=O)NC(=O)CSc1nc(C)c(C)c(C)n1
 : -3.8	1	97	0	-1	3	-2	0	3	-3
- O=C(O)/C=C/C(O)c1ccc(Cl)cc1 (centres undefined)
 : 0.1	0	101	-4	-5	0	10	3	-6	3
- COc1ccc(Cc2nc(-c3ccc(Br)cc3)no2)cc1
 : 0.5	-3	100	·	-13	0	-20	-1	-1	-11
- COc1ccccc1C(=O)NC(=O)COC(=O)/C(=C/c1ccccc1)NC(C)=O
 : -1.6	-1	106	-11	0	3	10	2	5	1
- Cn1ncc2c(=S)[nH]c(=S)[nH]c21
 : ·	-2	97	-6	·	-1	·	·	·	-2
- Cn1c(SCC(=O)NCC2CCCO2)ncc(C(=O)Nc2ccccc2)c1=O (centres undefined)
 : -6.0	-7	99	·	2	3	-4	7	22	7
- COc1ccc(NS(=O)(=O)c2cc(NC(=O)COc3ccccc3F)ccc2OC)cc1
 : 0.0	-2	95	-4	-11	-1	10	-1	0	10
- COCCn1c(-c2ccccc2F)n[nH]c1=S
 : -1.1	6	149	-5	20	3	6	3	9	-4
- COc1cc(C=NO)nc(-c2ccccn2)c1
 : 1.6	-18	100	-8	2	2	56*	-7	0	2
- CCCOc1ccc(C(=O)CCC(=O)OCC(=O)N(C)c2c(N)n(Cc3ccccc3)c(=O)[nH]c2=O)cc1
 : -3.2	-3	99	-3	2	7	-1	2	-1	-1
- COc1ccc(OC)c(N/C=C/C(=O)c2ccc(OC)c(OC)c2)c1
 : 0.6	-1	96	-184	-3	2	2	8	-7	-3
- N#Cc1cncc(C#Cc2ccccc2)c1
 : 0.5	-8	99	-17	-3	0	0	-1	-4	1
- O=C(O)c1ccccc1-c1ccccc1C(=O)Nc1ccc(F)cc1
 : 0.3	3	81	-3	-1	-8	9	1	-1	-5
- CCOC(=O)C1=CN(Cc2cccc(F)c2)S(=O)(=O)N(CC)C1c1ccc2ccccc2c1 (centres undefined)
 : 1.1	-4	99	-5	4	2	-5	-5	-4	7
- O=C(Cn1cncn1)c1ccccc1
 : -0.7	0	93	5	-6	3	2	0	-2	8
- CS(=O)(=O)NCCSCc1ccccc1
 : -1.4	1	99	·	1	0	3	-1	4	-17
- CN(C)c1ccc(CNc2ncnc3sccc23)cc1
 : 0.6	5	89	-8	18	2	-11	-2	2	5
- C#CCNC(=O)c1csc([C@@H]2O[C@H](CO)[C@@H](O)[C@H]2O)n1
 : 1.4	-11	99	-6	-10	0	5	-1	15	-1
- CCOC(=O)c1csc(NC(=O)C2=COCCO2)n1
 : 0.0	0	101	-5	4	-2	1	-2	11	-3
- CCOC(=O)c1cc(NC(=O)N(CC)CC)c(C)nc1C
 : -1.3	-4	98	-5	-6	2	-2	2	3	3
- CSc1nc(N)c2c3c(sc2n1)CN(C)CC3
 : -0.1	0	101	-20	2	-2	5	2	2	1
- CCOP(=O)(OCC)C(NC(=O)Nc1ccc(C)cc1)C(N)=O (centres undefined)
 : 1.2	0	98	-5	4	1	0	3	2	-6
- c1ccc(NN=C2c3ccccc3-c3ccccc32)cc1
 : 0.4	1	102	-5	-1	-5	-7	0	4	-9
- CCOC(=O)c1cc(C)sc1NC(=O)CCC(=O)O
 : -1.2	-1	100	-4	6	2	9	2	-2	4
- CC1(c2ccc3c(c2)OCCO3)NC(=O)N(CC(=O)Nc2c(F)cccc2F)C1=O (centres undefined)
 : -3.7	13	96	-7	14	5	4	3	2	0
- O=C(CNC(=O)c1ccc(Cl)cc1)OCN1C(=O)c2ccccc2C1=O
 : -0.8	-14	102	-7	0	-4	-1	1	24	-1
- Cc1ccnc(SCC(=O)N2CCc3ccccc32)n1
 : 0.0	-7	99	-4	-4	2	0	-1	18	-3
- COc1ccccc1NS(=O)(=O)c1cc(NC(=O)Cn2cnc3c2c(=O)n(C)c(=O)n3C)ccc1C
 : 1.6	-1	97	-2	5	5	2	1	10	-8
- COc1ccc(S(=O)(=O)Nc2ccc(O)c3ccccc23)cc1
 : 0.2	87*	107	-4	-8	0	-13	4	-6	2
- CCSc1n[nH]c(=S)s1
 : -5.9	1	97	1	-3	12	1	1	-3	-3
- Clc1ccc(C2=NOC(c3nnc(-c4ccccc4)o3)C2)cc1 (centres undefined)
 : 0.9	0	103	-12	0	0	-9	-1	3	-2
- COc1ccccc1CCNC(=O)C(=O)NCCC1CCCCN1S(=O)(=O)c1ccccc1 (centres undefined)
 : -0.6	-4	99	-2	3	1	-1	-4	-7	4
- Cc1ccc(S(=O)(=O)Nc2ccc(NC(=O)Nc3ccc(F)cc3F)cc2)cc1
 : 3.3	10	102	-5	-5	-2	-5	-6	-2	4
- O=C(CCNS(=O)(=O)c1ccc(Br)s1)NC1CCCC1
 : -0.3	-4	98	-8	-1	0	4	-1	3	-6
- OCCCCNc1cccc2ccccc12
 : -0.3	11	113	-7	17	4	-20	7	0	-9
- Cc1ccc2c(c1)/C(=C/c1ccccc1F)C(=O)N2
 : 5.3	23	103	-4	16	1	-6	3	9	31*
- CC(C)(C)c1ccc(OCC(=O)N/N=C/c2cc(Br)ccc2OC(=O)c2ccco2)cc1
 : -1.2	8	120	·	-9	2	44	0	10	2
- COC(=O)C1CCN(C(=O)C23CCC(C)(C(=O)O2)C3(C)C)CC1 (centres undefined)
 : -1.9	-3	·	·	14	2	5	4	-5	-2
- CN1OC[C@@H]2CN(C(=O)C(C)(C)C)[C@H](c3ccc(-c4cc5ccccc5o4)cc3)C[C@@H]21
 : -0.5	8	99	-5	-8	-7	4	3	7	-7
- CCOC(=O)c1cc(CC)sc1NC(=O)COC(=O)C1CCC1
 : -0.7	-2	99	-2	3	-3	-1	1	-3	0
- CC(C)c1ccc(C(=O)N2CCN(CCO)CC2)cc1
 : -1.3	-2	99	·	8	1	-1	3	6	-1
- COc1ccc(CCN2C(=O)c3cccc4cccc(c34)C2=O)cc1OC
 : -0.4	-4	100	-5	5	-4	6	3	4	-4
- O=C(NC(=S)NCC1CCCO1)c1cccs1 (centres undefined)
 : -0.5	-14	102	-6	5	12	-2	2	6	6
- C=CCC[C@@H](Cc1ccc(F)cc1)C(=O)OC[C@@H](NC(=O)[C@@H](CC=C)CC(=O)N[C@@H](CO)Cc1ccccc1)C(C)(C)C
 : 0.1	11	97	-4	15	13	-11	-1	7	-7
- COc1ccc(S(=O)(=O)N2CCC(C(=O)NCc3ccco3)CC2)cc1
 : -2.3	-6	101	-5	-13	1	3	0	-6	-1
- COc1ccc2nc(SCC(=O)C(C)(C)C)[nH]c2c1
 : -0.5	-12	91	-20	-1	-2	-2	-1	6	3
- CCCCn1c(N)c(N(CCOC)C(=O)CCCn2c(=O)oc3ccccc32)c(=O)[nH]c1=O
 : -1.5	-3	100	-6	2	2	-4	-1	23	-3
- O=C(CSCc1ccccc1Cl)Nc1ccc2c(c1)OCCO2
 : -1.0	-7	100	-5	0	2	2	-5	2	-3
- CSc1ccc(Cn2c(C)c(C(=O)NCCC#N)sc2=O)cc1
 : 0.8	-2	97	34*	-1	4	2	-4	3	3
- Cc1sc2ncnc(OCc3nnc(-c4cccs4)o3)c2c1C
 : -0.8	0	99	-6	5	8	-3	0	6	4
- CCCCNC(=O)c1sc(=S)n(-c2ccccc2OC)c1N
 : -1.8	0	93	-4	0	-2	-2	1	-8	-5
- O=C(OCc1ccc([N+](=O)[O-])cc1Cl)c1cnccn1
 : -0.1	-13	98	-4	7	-3	4	1	-2	1
- CCCN(Cc1ccccc1)C(=S)Nc1ccc(OC(F)F)cc1
 : 3.4	1	97	-6	8	-4	-3	-1	21	-2
- O=C1Nc2cc(C(=O)NCCCN3CCCC3)ccc2S/C1=C\c1ccccc1
 : -2.9	9	102	-7	19	-14	-2	-8	4	13
- C=CCOc1ccc(CNc2ccc3[nH]c(=O)[nH]c3c2)cc1OCC
 : 1.7	-1	100	-18	-5	-6	-3	0	11	9
- COc1ccc(CCNCc2c(OC)ccc3ccccc23)cc1OC
 : -0.6	19	99	-2	15	-7	6	3	10	4
- C=CCOc1ccc(CNC(C)(C)CO)cc1OCC
 : -1.5	2	96	-4	6	2	4	2	2	-1
- O=C(CSc1nc(-c2ccc(F)cc2)cs1)Nc1ccccn1
 : 24*	-4	103	-7	11	6	1	-1	-3	6

Screening data deposited in PubChem by several laboratories.
